aGlu spleen mod = lysosomal alpha-glucosidase (human) modulation; Potency, µM (titrated, usually from 79.9 µM), inactives show at the top dose activity change, negative = inhibition, hits mostly inhibitors; 240,000 tested, 0.006% active; human spleen homogenate, 4-MU-alpha-glucoside fluorescence; AID 2112;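 note: 0% = enzyme with vehicle and -100% = no enzyme basal signal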
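AC50 values come from Hill-equation fits of concentration-response data, normalized to no-enzyme and full-activity controls. Enzyme source: 1 ug human spleen homogenate; 1 mM fluorogenic 4-MU glucoside, pH 5.0 citrate buffer, 37 C, 40 min.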
Tau ThT inhib = tau fibrillization inhibition (ThT binding); P10636; recombinant tau K18 P301L, heparin-induced fibrillization, ThT fluorescence; Potency, µM (series often up to 57.4 µM), inactives show top-dose activity, negative = inhibition, usual class: inhibitors; 270,000 tested, 2.1% active; note: % is set by controls: 0 for no effect and ±100 for the full control effect; nearly all actives have a fitted effect of over 55% in size
Target sequence (P10636 561-689 P618L limits assumed): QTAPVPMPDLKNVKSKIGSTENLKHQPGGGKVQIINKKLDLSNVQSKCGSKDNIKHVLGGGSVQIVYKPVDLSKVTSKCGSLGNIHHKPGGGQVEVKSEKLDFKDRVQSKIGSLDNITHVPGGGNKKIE
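Fibril formation assay: tau K18 P301L at 15 uM with trace Alexa 594 label, heparin inducer 20 uM, pH 7 sodium acetate buffer, 37 C for 6 hr; endpoint ThT signal.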
GAA inhib = alpha-glucosidase (human) inhibition; P10253; purified human GAA, 4-MU-alpha-glucoside fluorescence; Potency, µM (series often up to 76.9 µM), without a hit: at the highest dose activity change, negative = inhibition, hits mostly inhibitors; 200,000 tested, 0.005% active; AID 1466;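 note: plate controls were uninhibited enzyme wells for no effect and no-enzyme background for full effect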
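Enzyme (4 nM final) mixed with compound (up to 77 uM), then 4-MU-alpha-D-pyranoside (400 uM final) added; 20 min at room temperature, pH 5.0. Reaction stopped at pH 10, fluorescence read, AC50 derived by Hill fit.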
Tau FP inhib = tau fibrillization inhibition (FP); P10636; K18 P301L tau heparin fibrillization, Alexa594 FP, 6 h; 280,000 tested, 0.39% active; Potency, µM (doses to about 57.7 µM), inactives show at the highest dose activity, negative = inhibition, most hits filed as inhibitors; AID 1468; note: % is set by controls: 0 for no effect and ±100 for the full control effect; nearly all actives have a fitted effect of over 55% in size
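Read-out: fluorescence polarization of Alexa 594-labeled tau (0.24 uM), 555 nm excitation, 632 nm emission. Mixtures held 15 uM unlabeled K18 P301L, compound and 20 uM heparin, pH 7 acetate buffer, incubated 6 hr at 37 C.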
HTT ATP protect = cytoprotection in Huntington HTT-Q103 PC12 cell model; PC12 HTT-Q103 induced, cytoprotection, ATP luminescence, 40 h; Potency, µM (series often up to 56.4 µM), without a hit: cytoprotection (ATP increase), most hits filed as activators; 230,000 tested, 0.14% active;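 note: % of control where 0% means no effect; nearly all actives have a fitted effect of over 45% in size; toxic huntingtin expression switched on by the ecdysone agonist tebufenozide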
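Rat PC12, Q103 Htt exon1-GFP fusion, ecdysone promoter; tebufenozide inducer 100 nM final; compound titration; qHTS, 1500 cells/well; ATPlite luminescent read.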
GAA glycogen = GAA glycogen-cleavage inhibition or activation; recombinant GAA, glycogen substrate, Amplex Red glucose oxidase fluorescence; Potency, µM (titrated, usually from 76.4 µM), without a hit: top-dose activity change, negative = inhibition, hits mostly inhibitors; 300,000 tested, 0.38% active;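 note: 0% = full enzyme reaction and -100% = no-enzyme basal signal; the screen sought inhibitors and activators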
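Natural-substrate format: glycogen cleavage by 4 nM human enzyme, glucose read by Amplex Red coupling (Ex 573, Em 610 nm). Normalized to enzyme and no-enzyme controls.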
Tau fluor cs = counter-screen for tau fibril formation inhibitors. AID 1463. tau K18 P301L (four-repeat tau fragment) Alexa594 fluorescence, heparin fibrillization. 280,000 tested, 0.93% active. Potency, µM (top dose mostly 57.7 µM), for inactives: at the top dose activity change, negative = decrease; note: % is set by controls: 0 for no effect and ±100 for the full control effect; nearly all actives have a fitted effect of over 55% in size
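Human K18 P301L tau (15 uM unlabeled plus 0.24 uM Alexa 594-labeled, final) in 100 mM sodium acetate pH 7 was mixed with compound and 20 uM heparin and incubated 6 hr at 37 C.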
GLA spleen mod = inhibits or activates alpha-galactosidase in human spleen homogenate. Potency, µM (doses to about 80 µM), without a hit: at the top dose activity change, negative = inhibition, most hits filed as inhibitors. 240,000 tested, 0.008% active. human spleen homogenate, 4MU-alpha-Gal fluorescence, 40 min. AID 2107;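 note: 0% = enzyme with vehicle and -100% = no enzyme basal signal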
Target sequence (P06280 32-429 limits assumed): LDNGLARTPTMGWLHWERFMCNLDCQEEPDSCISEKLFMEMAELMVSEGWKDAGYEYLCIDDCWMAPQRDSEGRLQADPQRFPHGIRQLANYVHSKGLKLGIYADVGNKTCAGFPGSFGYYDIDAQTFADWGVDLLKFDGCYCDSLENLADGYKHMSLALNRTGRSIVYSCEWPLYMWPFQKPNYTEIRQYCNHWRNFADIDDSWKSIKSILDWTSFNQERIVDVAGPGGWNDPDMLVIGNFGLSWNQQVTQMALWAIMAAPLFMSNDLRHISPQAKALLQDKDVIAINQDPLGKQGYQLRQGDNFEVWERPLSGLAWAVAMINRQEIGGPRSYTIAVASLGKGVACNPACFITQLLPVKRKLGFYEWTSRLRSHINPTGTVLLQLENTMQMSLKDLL
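Fluorogenic readout (Ex 365/Em 440 nm) of 4-methylumbelliferone released from 1 mM 4-MU-alpha-galactoside by spleen homogenate, 40 min at 37C, pH 5.0. Data normalized to no-enzyme and enzyme controls; Hill-equation AC50 from compound titrations.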
* hit, by the source's call; ? = inconclusive; nt = not tested or not shown; & = joins results of further samples; [ ] = remark or other dose. Calls come from the whole dose curve; as a rule, active = well fitted curve in the direction sought with a large enough effect; inconclusive = small, poorly fitted or top-dose-only effect, or another doubt; inactive = no such curve, though single readings can be large; an effect the other way counts as inactive or inconclusive. Potency is the fitted concentration of half-maximal effect.

SMILES | aGlu spleen mod | Tau ThT inhib | GAA inhib | Tau FP inhib | HTT ATP protect | GAA glycogen | Tau fluor cs | GLA spleen mod
COc1ccccc1N1CCN(C(=S)Nc2ccc3nc(N4CCOCC4)cc(C)c3c2)CC1 | 12.0% | ? | 7.3% | ? | -21.7% | ? | ? | 18.8%
CCOC(=O)NCN1C(=O)C2C3C=CC(C3)C2C1=O (configuration not stated) | 1.0% | -0.3% | -0.9% | 0.3% | 8.3% | 8.0% | 6.0% | 8.0%
Cc1cccc2cc(CN(Cc3ccccc3)C(=O)c3cccc(F)c3)c(Cl)nc12 | 6.0% | -2.8% | -6.0% | -5.4% | -8.5% | -9.9% | -12.7% | -16.6%
Clc1ccc(-c2nnc(CSc3nnc(-c4cccs4)n3Cc3ccccc3)o2)cc1 | -3.8% | -9.6% | -5.8% | -1.8% | nt | -1.8% | -14.6% | -5.9%
c1ccc(-c2ccc(SCc3cccnc3)nn2)nc1 | 8.7% | -17.4% | 1.5% | 7.1% | 1.8% | 3.0% | -6.9% | 6.3%
COc1cc(/C=N/NC(=O)c2ccc3nc[nH]c3c2)cc(OC)c1OC | -1.9% | -14.9% | 1.8% | -3.7% | -5.0%[10 µM] | 2.4% | -9.3% | 1.2%
Cc1cc(OCC(=O)N(C)C2CCCCC2)ccc1Cl | nt | -10.5% | -3.9% | 3.1% | -21.5% | 2.4% | -7.3% | 7.1%
N#C/C(=C\c1ccc(F)c(F)c1)C(=O)NC1CCCCC1 | 5.2% | -8.8% | 5.9% | 6.0% | 13.5%[10 µM] | -6.7% | 1.0% | 6.8%
C/C(=N\Nc1ncc(Cl)cc1Cl)c1ccc(N2CCOCC2)cc1 | -1.5% | ? | ? | 11.4% | -40.7%[inhibitor] | 0.8% | -12.6% | 1.1%
CCOc1ccc(NC(=S)NCCCN2CCOCC2)cc1 | -1.0% | -1.6% | 3.0% | -1.7% | -9.2% | -0.7% | 1.1% | -13.5%
Cc1nc(N2CCOCC2)c2oc3ccccc3c2n1 | -2.4% | -10.1% | -3.0% | -10.2% | -18.2%[10 µM] | 5.7% | -9.7% | 0.3%
CCCCC/C(=N\NC(=O)Nc1ccccc1)c1ccccc1 | -1.9% | -12.3% | -1.4% | 2.9% | -25.5% | 0.8% | -7.7% | -2.1%
O=C(Nc1cccc(OCc2cc(=O)n3c4c(sc3n2)CCCC4)c1)c1ccc(F)cc1 | nt | -4.8% | nt | -8.5% | nt | 10.6%[76.3 µM] | -21.9% | nt
Cn1c(=O)c2cc(S(=O)(=O)NCCC(=O)NCCc3ccc(Cl)cc3)ccc2n(C)c1=O | -4.9% | -2.1% | -0.7% | 4.0% | -55.4%[inhibitor] | 2.5% | -1.3% | -0.3%
COc1ccccc1CNC(=O)COC(=O)Cc1ccc(Cl)cc1 | -0.6% | 6.1% | 4.7% | 4.8% | -16.9%[10 µM] | -4.0% | 7.2% | 5.8%
CSC(=NC#N)N1CCN(c2c(C)cccc2C)CC1 | 4.5% | -4.9% | -8.4% | 17.7% | ? | -13.4% | 5.3% | 1.0%
Cc1cc(C)n(CCc2nc(-c3ccc(C(C)(C)C)cc3)cs2)n1 | -10.4% | ? | -22.9% | 8.9% | -10.6%[10 µM] | -5.4% | -11.2% | -4.3%
N#Cc1ccc(CSc2ncnc3c2cnn3Cc2ccccc2)cc1 | -0.7% | -8.8% | -7.8% | 5.5% | -16.7%[0.074 µM] | 2.9% | -20.5% | -5.9%
O=C1CC(Nc2ccc(N3CCOCC3)cc2)C(=O)N1C1CCCCC1 (configuration not stated) | -1.0% | ? | 0.2% | 9.8% | -1.3%[0.074 µM] | 12.6µM* | -9.2% | 8.8%
CCn1c(SCC(=O)c2ccccc2)nnc1-c1cccc(Cl)c1 | nt | -6.9% | nt | -2.7% | nt | 5.5%[76.3 µM] | -13.4% | nt
Cc1cc(NC(=O)CCS(=O)(=O)c2nc(-c3ccccc3)cc(C(F)(F)F)n2)no1 | -8.5% | 0.6% | -11.0% | -2.2% | -32.6% | 1.1% | 10.9% | 2.7%
Cc1cccc(NC(=O)c2sc(Cl)nc2-c2ccccc2)c1 | -1.5% | -1.0% | -6.0% | -9.8% | 1.2% | 7.4% | -18.6% | 0.4%
Cc1nc([N+](=O)[O-])cn1Cc1cccc([N+](=O)[O-])c1 | -1.6% | -10.1% | 12.7% | -7.3% | 22.9%[10 µM] | 3.7% | -15.1% | -3.8%
COc1cc(/C=C/C(=O)C2C(=O)C=C(C)OC2=O)cc(OC)c1O (configuration not stated) | -1.4% | ? | 3.0% | -6.6% | 43.7%[10 µM] | ? | -23.9% | -5.4%
CSc1nc(Cl)cc(N(CCO)CCO)n1 | -11.9% | 0.6% | -0.9% | 0.2% | -7.5% | 8.2% | 0.8% | 0.4%
O=C(c1ccc([N+](=O)[O-])cc1)N1CCSC1c1cccc(Cl)c1 (configuration not stated) | 2.9% | -12.4% | -4.2% | 10.9% | -13.0% | -14.8% | -16.5% | -3.9%
CCC1=C(OC(=O)N(CC)CC)N2C(=O)OC(=NCCc3c[nH]c4ccccc34)[C@]2(Cc2ccccc2)[C@H]2C1=CC[C@H]1C(=O)N(CC(=O)OC)C(=O)[C@H]12 | 3.2%&4.3% | -16.3%&-4.7% | nt | 11.8%&6.8% | -32.1% | -2.3% | -28.6%&-6.7% | -1.9%&-0.5%
COC(=O)C1=C(O)CSC1=Nc1cccc(C(F)(F)F)c1 | 4.4% | 6.9% | -1.2% | 0.8% | -20.1% | 5.0% | 0.7% | 3.3%
CCOC(=O)c1c(C)n(-c2ccc(C)cc2)c2c(CC(C)=O)c(Br)c(OC)c(O)c12 | 1.8% | -9.9% | ? | 0.0% | -45.9%[inhibitor] | 8.1% | -0.5% | 5.9%
Cn1c(=O)cc(OCCCC(=O)NCCCN2CCN(Cc3ccccc3)CC2)c2ccccc21 | -8.5% | -12.0% | -1.9% | -2.9% | -16.2% | 4.9% | -1.6% | 2.3%

Rewritten with two lines to a compound: part of the list above.
Each structure is followed by: aGlu spleen mod	Tau ThT inhib	GAA inhib	Tau FP inhib	HTT ATP protect	GAA glycogen	Tau fluor cs	GLA spleen mod
- COC(=O)C1=C(O)CSC1=Nc1cccc(C(F)(F)F)c1
    4.4%	6.9%	-1.2%	0.8%	-20.1%	5.0%	0.7%	3.3%
- Cc1cccc(NC(=O)c2sc(Cl)nc2-c2ccccc2)c1
    -1.5%	-1.0%	-6.0%	-9.8%	1.2%	7.4%	-18.6%	0.4%
- Cc1nc([N+](=O)[O-])cn1Cc1cccc([N+](=O)[O-])c1
    -1.6%	-10.1%	12.7%	-7.3%	22.9%[10 µM]	3.7%	-15.1%	-3.8%
- O=C(c1ccc([N+](=O)[O-])cc1)N1CCSC1c1cccc(Cl)c1 (configuration not stated)
    2.9%	-12.4%	-4.2%	10.9%	-13.0%	-14.8%	-16.5%	-3.9%
- CSc1nc(Cl)cc(N(CCO)CCO)n1
    -11.9%	0.6%	-0.9%	0.2%	-7.5%	8.2%	0.8%	0.4%

Next section.
SMILES | aGlu spleen mod | Tau ThT inhib | GAA inhib | Tau FP inhib | HTT ATP protect | GAA glycogen | Tau fluor cs | GLA spleen mod
CCn1c(CSCc2ccc(Cl)cc2)n[nH]c1=S | 4.9% | -5.5% | -0.3% | -1.8% | -41.0%[inhibitor] | -27.6% | -8.2% | 1.5%
COC(=O)c1ccccc1NC(=O)CSc1nnc(-c2cccc(NC(C)=O)c2)n1C | 0.7% | -10.2% | 8.8% | -1.1% | 9.7% | -1.9% | 1.4% | -1.7%
O=C(Nc1ccc2oc(-c3cccnc3)nc2c1)c1cc2ccccc2o1 | 2.7% | -17.4% | -5.2% | -7.2% | -11.0% | 10.0% | -12.5% | -0.3%
Cc1sc(N/N=C/c2cccnc2)nc1-c1ccc(Cl)cc1 | -4.9% | ? | 14.4% | 1.6% | 19.1%[10 µM] | -7.5% | ? | -15.0%
CC(C)C(NS(=O)(=O)c1ccc2c(c1)OCCCO2)C(=O)O (configuration not stated) | 2.3% | 2.5% | 2.1% | 2.0% | 21.9%[10 µM] | 4.3% | 6.2% | -6.2%
O=C(NCC(c1cccs1)N1CCOCC1)c1ccc([N+](=O)[O-])cc1 (configuration not stated) | 0.4% | -4.0% | -3.1% | 2.4% | 3.8%[10 µM] | -5.7% | -6.8% | 0.7%
CSCCC(C(=O)OC1CCOC1=O)N1C(=O)c2ccccc2C1=O (configuration not stated) | -2.6% | -7.1% | -3.7% | -7.7% | -10.4% | -14.0% | -5.9% | -12.2%
O=S(=O)(c1ccc(Nc2ccc(-c3ccc4c(c3)OCCO4)nn2)cc1)N1CCCC1 | -4.6% | 2.0% | -10.2% | ? | -59.7%[inhibitor] | 2.4% | ? | 1.4%
CC(=O)c1sc(-c2ccc(Cl)cc2)nc1C | 3.1% | -0.2% | -3.7% | -3.4% | -9.8% | 3.6% | 5.3% | -2.3%
Cc1ccc(C(=O)Nc2nc(=O)n(C(=O)c3ccccc3C)s2)cc1 | -8.7% | 14.1µM* | -4.6% | ? | 17.8µM* | 9.0% | -22.6% | -20.9%
NC(=O)c1ccc(NC(=O)COC(=O)c2c3c(nc4ccccc24)/C(=C\c2cccs2)CCC3)cc1 | -5.5% | -10.2% | 10.7% | 4.47µM* | 3.5%[0.074 µM] | 6.3% | ? | 7.5%
Cc1nc(NC(=O)c2ccc(OCC(C)C)cc2)sc1Cc1ccc2c(c1)OCO2 | -6.2% | 4.7% | 7.2% | 2.0% | 31.4%[10 µM] | 7.5% | 1.3% | -5.0%
O=C1N=c2ccccc2=C1c1sc(=S)n(CC2CCCO2)c1O (configuration not stated) | 6.0% | -12.0% | -10.2% | 13.0% | 4.0%[10 µM] | -5.7% | ? | 5.5%
O=C1CN(C(=O)c2ccc(F)c(S(=O)(=O)N3CCOCC3)c2)c2ccccc2N1 | -6.7% | 3.1% | 3.1% | 4.6% | -1.8% | -24.0% | 4.4% | -7.3%
O=C(CSc1nc2c(sc3ccccc32)c(=O)n1CCCC(=O)NC1CCCC1)Nc1ccc(F)cc1 | nt | 3.4% | nt | ? | nt | -7.2%[76.3 µM] | -4.2% | nt
CCCOc1ccc(N)cc1N | -2.0% | 3.16µM* | ? | 7.08µM* | -131.6%[inhibitor] | ? | 11.2µM*[quencher] | 6.7%

Source: PubChem (National Center for Advancing Translational Sciences (NCATS))
